Pol eta inh = inhibitors of human DNA polymerase eta; Q9Y253; recombinant Pol eta, fluorescent DNA replication assay; Potency, µM (doses to about 114 µM), for the others: at the highest dose activity change, negative = inhibition, actives largely listed as inhibitors; actives 1.2% (n = 390,000); AID 588591; further: potency means the concentration at half of the fitted maximal effect; on the % scale 0 is the no-effect control and ±100 the full control effect
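Fluorescent replication assay: 50 nM final substrate added after a 15 min room-temperature compound preincubation with 10 nM enzyme. Signal taken at 0 min and again at 10 min.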
Glioma ERSR ind = ER stress response induction in glioma. U87-MG GRP78 promoter luciferase reporter, 16 h. Potency, µM, inactives show at the highest dose activation, usual class: activators. actives 0.02% (n = 420,000); further: potency means the concentration at half of the fitted maximal effect; series mostly up to about 76 µM; % of control where 0% means no effect; nearly all actives have a fitted effect of over 35% in size
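ERSR induction read as luciferase luminescence (Bright-Glo, 10 min at room temperature) in stably transfected human U87-MG glioma cells exposed to compounds for 16 h, using GRP78 as sensor.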
Apoferritin bind = binds horse apoferritin like a general anesthetic; P02791; actives 0.074% (n = 350,000); apoferritin/1-aminoanthracene competitive binding, fluorescence; Potency, µM (top dose mostly 77.5 µM), for the others: at the top dose activity change, negative = displacement, most hits filed as inhibitors; further: potency means the concentration at half of the fitted maximal effect; on the % scale 0 is the no-effect control and ±100 the full control effect; nearly all actives have a fitted effect of over 20% in size
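Concentration-response curves derived by four-parameter Hill fitting of normalized fluorescence, where compounds displaced 1-AMA from 10 uM horse apoferritin following a brief 10 min room-temperature incubation; propofol titration acted as positive control.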
LDHA inh = blocks human lactate dehydrogenase A | AID 1347041 | actives 0.15% (n = 480,000) | activity change, % (values are at about 110 or 230 µM) | P00338 | purified LDHA, NADH/diaphorase-resazurin fluorescence; active compounds read low; in the data active means activity change below about -30%; inconclusive means mostly about -25% to -30%;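 further: plate controls were DMSO wells for no effect and wells without enzyme for full effect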
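LDH5 2 nM; NADH 0.06 mM, pyruvate 0.2 mM; 200 mM Tris pH 7.4, EDTA, Tween-20; 5 min RT. Detection: diaphorase 0.133 mg/mL + resazurin 37 µM, fluorescence ex540/em590 at 0 and 20 min; normalized to enzyme-free and DMSO wells.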
BLM helicase inh = Bloom syndrome helicase (human) inhibition; P54132; Potency, µM (series often up to 56.1 µM), without a hit: at the highest dose activity change, negative = inhibition, most hits filed as inhibitors; recombinant BLM DNA unwinding, fluorescence dequenching; actives 0.2% (n = 350,000);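 further: potency means the concentration at half of the fitted maximal effect; plate controls were vehicle for no effect and no enzyme for full effect; nearly all actives have a fitted effect of over 35% in size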
POLB inh = blocks human DNA polymerase beta activity. P06746. Pol beta primer extension/strand displacement, fluorescence kinetic. Potency, µM (top dose mostly 114 µM), without a hit: top-dose activity change, negative = inhibition, actives largely listed as inhibitors. actives 1.3% (n = 340,000). AID 485314; further: potency means the concentration at half of the fitted maximal effect; on the % scale 0 is the no-effect control and ±100 the full control effect
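Human Pol beta at 10 nM; strand-displacement substrate 50 nM final. Compound exposure 15 min at room temperature before start, reaction 10 min at room temperature.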
Pol iota inh = DNA polymerase iota (human) inhibition; Q9UNA4; Pol iota fluorescent replication assay, 10 min; Potency, µM (series often up to 115 µM), for inactives: at the highest dose activity, negative = inhibition, usual class: inhibitors; actives 1% (n = 390,000); AID 588590; further: potency means the concentration at half of the fitted maximal effect
Target sequence (Q9UNA4 whole entry, looked up): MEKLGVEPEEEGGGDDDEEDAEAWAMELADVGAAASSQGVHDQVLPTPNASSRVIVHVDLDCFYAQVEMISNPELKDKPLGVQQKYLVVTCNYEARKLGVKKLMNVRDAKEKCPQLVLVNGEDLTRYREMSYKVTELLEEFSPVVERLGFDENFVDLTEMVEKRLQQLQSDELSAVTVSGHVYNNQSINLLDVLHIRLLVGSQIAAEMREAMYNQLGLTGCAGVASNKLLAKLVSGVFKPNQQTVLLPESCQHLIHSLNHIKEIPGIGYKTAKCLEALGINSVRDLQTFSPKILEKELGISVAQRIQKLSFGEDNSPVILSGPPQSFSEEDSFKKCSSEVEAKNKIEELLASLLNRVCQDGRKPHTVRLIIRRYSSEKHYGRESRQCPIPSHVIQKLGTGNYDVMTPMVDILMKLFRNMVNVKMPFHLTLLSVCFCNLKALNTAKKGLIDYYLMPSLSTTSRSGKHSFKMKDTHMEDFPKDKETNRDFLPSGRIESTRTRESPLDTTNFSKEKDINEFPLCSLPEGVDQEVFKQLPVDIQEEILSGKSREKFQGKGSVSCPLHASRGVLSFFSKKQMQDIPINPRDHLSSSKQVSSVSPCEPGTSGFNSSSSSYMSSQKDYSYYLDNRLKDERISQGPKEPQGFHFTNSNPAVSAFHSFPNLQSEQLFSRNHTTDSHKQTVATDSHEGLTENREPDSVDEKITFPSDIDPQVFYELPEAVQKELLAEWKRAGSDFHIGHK
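Fluorescent replication assay read twice, at 0 min and 10 min after adding 50 nM (final) substrate. Enzyme (10 nM) and compounds were first incubated 15 min at room temperature; enzyme-free buffer wells were negative controls.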
POLK inh = DNA polymerase kappa (human) inhibition | Potency, µM (series often up to 107 µM), inactives show at the highest dose activity, negative = inhibition, hits mostly inhibitors | Q9UBT6 | purified Pol kappa, fluorescent DNA synthesis assay, 10 min | actives 0.53% (n = 400,000); further: potency means the concentration at half of the fitted maximal effect; on the % scale 0 is the no-effect control and ±100 the full control effect
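50 nM final substrate added after 15 min RT preincubation of 10 nM Pol kappa with compound; fluorescence read at 0 and 10 min.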
APEX1 inh = blocks human APE1 abasic DNA cleavage. P27695. Potency, µM (highest dose often 65.8 µM), without a hit: at the top dose activity change, negative = inhibition, most hits filed as inhibitors. recombinant APE1, TAMRA/BHQ-2 abasic DNA cleavage fluorescence. actives 0.35% (n = 350,000). AID 2517;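 further: potency means the concentration at half of the fitted maximal effect; plate controls were vehicle for no effect and reference inhibitor for full effect; nearly all actives have a fitted effect of over 55% in size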
Target sequence (P27695 whole entry, looked up): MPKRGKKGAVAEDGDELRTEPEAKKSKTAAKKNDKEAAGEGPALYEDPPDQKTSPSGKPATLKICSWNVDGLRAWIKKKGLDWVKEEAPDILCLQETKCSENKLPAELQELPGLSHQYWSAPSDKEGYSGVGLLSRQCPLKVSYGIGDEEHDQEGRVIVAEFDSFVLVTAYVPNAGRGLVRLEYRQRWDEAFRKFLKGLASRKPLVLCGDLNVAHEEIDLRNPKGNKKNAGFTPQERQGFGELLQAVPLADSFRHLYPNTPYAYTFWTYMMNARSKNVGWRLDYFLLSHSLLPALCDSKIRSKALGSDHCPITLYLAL
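0.75 nM APE1 + cpd, 15 min RT; start w/ 50 nM TAMRA/BHQ-2 THF-abasic dsDNA; kinetic fluor 525/598 nm ×3 reads @60 s; Δ(read3−read1); normalized to DMSO and NSC13755 control wells.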
* marks the source's active call; other numbers are inactive results; u = inconclusive; x = no result given; & = joins results of further samples; [ ] = remark or other dose. Unless noted, the call rests on the fitted dose curve; in most records, active means well fitted curve in the direction sought with a large enough effect; inconclusive means small, poorly fitted or top-dose-only effect, or another doubt; inactive means no such curve, though single readings can be large; an effect the other way counts as inactive or inconclusive. This is a subset, so the mix of outcomes need not match the whole.

cpd | compound | Pol eta inh | Glioma ERSR ind | Apoferritin bind | LDHA inh | BLM helicase inh | POLB inh | Pol iota inh | POLK inh | APEX1 inh
1 | Cc1c(C(=O)Nc2ccccc2C(=O)N2CCCC2)cccc1[N+](=O)[O-] | -7.6% | -4.1% | -8.2% | -6.1 | 0.1% | -6.8% | 3.5% | -14.4% | 7.9%
2 | COCCNCCCCSc1ccc(Cl)cc1 | 0.6% | 0.6% | -9.2% | -15.8 | -12.9% | -14.3% | -4.9% | -2.1% | 9.2%
3 | CCC(=O)Nc1ccc(Cl)c(NC(=O)c2ccccc2OC)c1 | -15.5% | -1.7% | -1.0% | -5.2 | -4.8% | -9.9% | 4.2% | 2.5% | -0.3%
4 | Cc1cc(C)c2c(n1)nn1c(NCCOCCO)cc(C)nc21 | 2.5% | -4.3% | 577.9%[activator] | 4.0 | 2.5% | 0.5% | -7.1% | -7.7% | 1.2%
5 | O=C(c1sc2ccccc2c1Cl)N1CCN(c2ncccn2)CC1 | -12.5% | -5.7% | -6.9% | 1.0 | -3.5% | 26.5% | 13.8% | 15.3% | -8.8%
6 | Cc1ccc(CC(=O)NCCN2CCOCC2)cc1 | -2.2% | -1.9% | -2.5% | -4.5 | -5.2% | 16.2% | -16.7% | -6.0% | 7.2%
7 | Cc1ccc2[nH]c3c(c2c1)SC(C)(C)CC3=O | -14.0% | -2.5% | -15.8% | -0.8 | -1.3% | 16.6% | 13.5% | -4.9% | 9.7%
8 | Cc1nnc2n1N=CC=C(C(C)(C)C)S2 | -12.7% | -3.9% | -13.9% | -4.5 | -0.8% | 25.3% | 17.0% | -10.9% | 2.6%
9 | CCCCC(=O)NCCc1cc2ccc(OC)cc2[nH]c1=O | -5.2% | 3.7% | 4.8% | 4.4 | 0.6% | 20.4% | 10.5% | -7.2% | 7.3%
10 | Cc1cccc(NC(=O)NCCN2CCN(c3ccccc3)CC2)c1C | -10.5% | 0.7% | -1.9% | -0.4 | -3.3% | 21.3% | 20.1% | -5.3% | 10.2%
11 | COc1ccc(C(C(=O)NC(C)(C)C)N(C(=O)Cn2nnc3ccccc32)c2ccc(C(C)=O)cc2)cc1O (stereo unspecified) | -13.5% | 0.2% | -13.8% | -2.1 | -4.6% | 3.5% | 15.6% | -1.5% | -0.2%
12 | CCOc1ccc(NC(=O)C2CCN(S(=O)(=O)CC)CC2)cc1 | -7.5% | 0.6% | -2.6% | -3.8 | 1.3% | 18.1% | 9.9% | 1.2% | 16.4%
13 | COc1cc(N2C(=O)c3ccccc3C2=O)c(Cl)cc1C(=O)OCC(=O)NCc1ccco1 | u | -4.5% | -23.2% | -8.0 | -1.6% | u | u | -25.6% | -7.7%
14 | COc1ccc(NC(=O)CN2CCc3ccccc3C2)c(OC)c1 | -20.9% | 4.6% | -21.3% | 1.6 | -2.1% | 7.1% | 23.4% | 6.2% | -5.4%
15 | COc1cc(-c2nnc(NC(=O)c3ccco3)o2)cc(OC)c1OC | -0.6% | -3.0% | x | 6.1 | x | x | 45.9%[activator] | -16.0% | 16.1%
16 | Cc1ccc(S(=O)(=O)Nc2ccc(C(=O)OCC(=O)N(CCC#N)c3ccccc3)cc2)cc1C | -5.8% | -0.9% | -0.9% | -4.7 | -6.2% | 17.8% | -16.3% | -11.4% | -2.6%
17 | O=c1c2oc3ccccc3c2ncn1Cc1ccccc1Cl | -6.0% | -6.4% | -18.5% | -10.2 | -10.4% | 15.7% | 24.6% | -12.9% | -1.9%
18 | O=C(CSc1nc(=O)n(Cc2ccco2)c2c1CCC2)Nc1ccccc1C(F)(F)F | -10.2% | 0.1% | -12.5% | -4.1 | -1.5% | 11.8% | 7.4% | -12.2%[60.1 µM] | x
19 | Oc1ccc(-c2nccc(-c3ccc(F)cc3)n2)cc1 | -9.1% | 12.7% | -4.1% | -1.6 | -10.3% | -19.9% | 4.9% | -5.1% | 34.8%
20 | Cc1ccc(S(=O)(=O)NC(=O)Nc2ccc(Cl)cn2)cc1 | -4.2% | -1.6% | -11.0% | 2.6 | 0.4% | 13.8% | 23.2% | -10.8% | -1.5%
21 | COc1ccc(/C=C2\Oc3cc(OCC(=O)N4CCC[C@H]4C(=O)O)ccc3C2=O)cc1OC | -19.2% | -2.5% | 49.2%[activator] | 0.8 | -1.9% | -22.8% | -2.4% | -12.0% | -3.7%
22 | Nc1nnnn1/N=C/c1ccccc1C(F)(F)F | -13.6% | -6.4% | -9.8% | -4.1 | -0.7% | 16.3% | -5.3% | -11.1% | 2.4%
23 | Clc1ccc(-n2cnc3c(Cl)ncnc32)cc1Cl | -0.6% | 1.0% | x | -5.0 | x | x | -0.7% | -1.7% | x
24 | Cc1ccccc1N1CCN(C(=S)c2ccccc2)CC1 | -7.3% | -4.4% | -12.0% | -10.3 | -7.8% | -0.9% | 5.8% | -8.0% | -1.4%
25 | CCN1CCSc2ccc(C(=O)NCc3ccc(F)cc3)cc21 | -6.0% | -2.9% | 505.6%[activator] | -1.1 | -1.4% | 9.1% | 21.5% | -16.4% | x

(next part)
cpd | compound | Pol eta inh | Glioma ERSR ind | Apoferritin bind | LDHA inh | BLM helicase inh | POLB inh | Pol iota inh | POLK inh | APEX1 inh
26 | Cc1ccc(S(=O)(=O)NC2CCCC2)cc1C | 8.8% | -2.5% | u | -0.7 | -4.2% | 5.1% | 23.5% | -9.1% | 16.0%
27 | COCCNC(=O)c1sc2ncn(CC(=O)Nc3ccc(C)c(Cl)c3)c(=O)c2c1C | -5.0% | -0.8% | -19.1% | -2.1 | -13.9% | 10.8% | 5.0% | -15.7% | 16.1%
28 | O=C(NCCCc1ccncc1)C1CCC(=O)N(CCc2cccc(F)c2)C1 (stereo unspecified) | -17.2% | 2.6% | -1.0% | -4.5 | -1.6% | 1.3% | 99.2%[activator] | -26.5% | -5.2%
29 | COc1cc(CN(C(=O)COc2ccc(Cl)c(C)c2)c2ccccn2)cc(OC)c1OC | -12.1% | -0.9% | -3.5% | -5.4 | -5.2% | -10.6% | 6.4% | -4.1% | x
30 | Cc1nn(-c2ccc(N3CCCCC3)nn2)c(C)c1CCC(=O)NCc1ccccc1 | 18.2% | 2.8% | -0.9% | -1.2 | 0.3% | 14.6% | 20.3% | 8.6% | x
31 | CCN(CC)CCOC(=O)c1ccc(NC(=O)c2cn(-c3ccccc3)nc2-c2cccs2)cc1 | -5.5% | -9.0% | -10.1% | -15.1 | 1.9% | 1.8% | 53.0%[activator] | -7.1% | -4.9%
32 | CCOc1ccccc1NC(=O)COn1nnc2ccccc21 | -23.9% | 2.2% | -21.4% | -0.4 | -3.5% | 0.6% | 12.5% | -5.9% | -1.7%
33 | Cc1ccc(N2C(=O)N(CC(=O)NCc3ccccc3Cl)C(=O)C2C)cc1 (stereo unspecified) | 0.9% | -0.1% | u | -6.5 | -4.3% | 16.6% | -2.8% | -9.1% | -0.1%
34 | CC(C)(C)NC(=O)c1cc(-c2ccc3c(c2)OCO3)nc2ccccc12 | u | -0.7% | -9.2% | 0.6&2.4 | -5.1% | u | -9.3% | -24.6% | -7.8%
35 | CCn1c(=O)c(C(=O)NC(C)c2ccccc2)c(O)c2ccccc21 (stereo unspecified) | -10.1% | -1.8% | -3.9% | -1.6 | -9.2% | 4.5% | 43.8%[activator] | -17.1% | -43.3%
36 | COCCOC(=O)c1[nH]c2c(c1C)C(=O)CC(c1cc(OC)c(OC)c(OC)c1)C2 (stereo unspecified) | -23.7% | -0.9% | 2.9% | -3.7 | -1.3% | -3.5% | 13.3% | 6.1% | -3.3%
37 | C[C@H](CO)N1C[C@H](C)[C@@H](CN(C)C(=O)NC2CCCCC2)Oc2ccc(NC(=O)Nc3ccc(C(F)(F)F)cc3)cc2C1=O | -27.8% | 3.7% | x | 1.0 | x | x | -15.4% | 1.8% | -7.9%
38 | C[C@H](NC(=O)c1nc[nH]c1C(=O)N[C@@H](C)C(=O)OC(C)(C)C)C(=O)OC(C)(C)C | -14.1% | -4.7% | -13.5% | 2.4 | -3.4% | -2.4% | -11.0% | -21.7% | 0.8%
39 | O=C(c1cc(-c2ccncc2)nc2ccccc12)N1CCN(c2ncccn2)CC1 | -14.0% | -1.2% | x | 1.7 | x | x | 87.4%[activator] | -1.7% | 11.2%
40 | CN(CC(=O)N1CCN(c2ccccn2)CC1)S(=O)(=O)c1ccc(Br)cc1 | -18.9% | -3.5% | -13.2% | -2.0 | 0.0% | 1.7% | 2.3% | -0.2% | -6.9%
41 | CC(NCc1ccc(N(C)C)cc1)C1CC2CCC1C2 (stereo unspecified) | u | -3.5% | -21.1% | -0.5 | -2.8% | 10.9% | u | -11.5% | 1.6%
42 | COc1cccc(CNC(=O)CSc2ncc(S(=O)(=O)c3ccc(C)c(Cl)c3)c(=O)[nH]2)c1 | -13.8% | -5.1% | -0.2% | -1.1 | 1.8% | -28.2% | 18.2% | -1.1%[60.1 µM] | x
43 | CCC(C(=O)Nc1ccc(C(C)=O)cc1)n1c(C)c2cnn(-c3ccccc3)c(=O)c2c1C (stereo unspecified) | -13.6% | 2.8% | -3.9% | 4.5 | -5.2% | 6.0% | 0.9% | -9.7% | x

Part of the list above in order of length of the SMILES, rising:
cpd | compound | Pol eta inh | Glioma ERSR ind | Apoferritin bind | LDHA inh | BLM helicase inh | POLB inh | Pol iota inh | POLK inh | APEX1 inh
28 | O=C(NCCCc1ccncc1)C1CCC(=O)N(CCc2cccc(F)c2)C1 (stereo unspecified) | -17.2% | 2.6% | -1.0% | -4.5 | -1.6% | 1.3% | 99.2%[activator] | -26.5% | -5.2%
29 | COc1cc(CN(C(=O)COc2ccc(Cl)c(C)c2)c2ccccn2)cc(OC)c1OC | -12.1% | -0.9% | -3.5% | -5.4 | -5.2% | -10.6% | 6.4% | -4.1% | x
37 | C[C@H](CO)N1C[C@H](C)[C@@H](CN(C)C(=O)NC2CCCCC2)Oc2ccc(NC(=O)Nc3ccc(C(F)(F)F)cc3)cc2C1=O | -27.8% | 3.7% | x | 1.0 | x | x | -15.4% | 1.8% | -7.9%

Screens as filed in PubChem.
